# Source: PubChem
# Nrf2 ARE act – qHTS of Nrf2 Activators; AREc32 ARE-luciferase reporter (MCF7-derived line), luminescence, 24 h; Potency, µM (doses to about 46.1 µM), for the others: top-dose activation, actives largely listed as activators; actives 0.31% (n = 410,000); AID 624171, 2012; also: potency is read from the fitted curve at half-maximal effect; % of control where 0% means no effect; nearly all actives have a fitted effect of over 65% in size
#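 For detection, Steady-Glo was added and plates sat 30 min at RT; before that, AREc32_Fluc cells grown overnight in OPTI-MEM/5% FBS had been treated with 23 nL compound for 24 hr at 37 deg C.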
# ATXN viability – Viability Counterscreen for Primary qHTS for Inhibitors of ATXN expression | S2 cells (HEK-293 line with an ATXN2-luciferase reporter) viability, CellTiter-Fluor protease fluorescence, 24 h | Potency, µM (titrated, usually from 56.7 µM), usual class: cytotoxic | actives 0.49% (n = 400,000); also: potency is read from the fitted curve at half-maximal effect; nearly all actives have a fitted effect of over 40% in size
# Akt phos inh – HTS Assay for Inhibitors of Akt Phophorylation: Primary Screen. Neuro2A IGF-stimulated pAkt S473 HTRF, 20 min; active compounds read low. activity change, % for hits at 50 µM. actives 0.32% (n = 360,000). AID 651550, 2012; in the data active = activity change below about -80%; inconclusive = mostly about -51% to -80%; also: % is scaled to controls: 0 for no effect and ±100 for the full control effect
#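 Neuro2A cells in DMEM with 0.5% FBS, overnight at 37 deg C, given compound at single 50 µM final, then IGF (6 nM final) for 20 min at 37 deg C. Lysed; phospho-Akt Ser473 by HTRF after 24 h, 665/615 ratio.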
# Nrf2 inh – Nrf2 qHTS screen for inhibitors. A549 ARE-Fluc reporter, luciferase luminescence, 18-24 h. Potency, µM (series often up to 46 µM), without a hit: at the highest dose activity change, negative = inhibition, usual class: inhibitors. actives 2.1% (n = 360,000). AID 504444, 2011; also: potency is read from the fitted curve at half-maximal effect; % is scaled to controls: 0 for no effect and ±100 for the full control effect; nearly all actives have a fitted effect of over 60% in size
#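 In this cell-based qHTS, ARE-driven firefly luciferase in A549 cells reports Nrf2 activity; the luminescent signal after BugLite lysis is the measured value, with a prior CellTiter-Fluor read for cell health.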
# TGFb SMAD3 inh – qHTS for Inhibitors of TGF-b; HepG2 CAGA-GFP TGF-b/SMAD3 reporter, GFP fluorescence, 18 h; TGF-beta stimulated, 500 pg/mL final; Potency, µM (titrated, usually from 46.1 µM), for inactives: at the highest dose activity, negative = inhibition, actives largely listed as inhibitors; AID 588855, 2011; actives 1.2% (n = 410,000); also: potency is read from the fitted curve at half-maximal effect; % is scaled to controls: 0 for no effect and ±100 for the full control effect; nearly all actives have a fitted effect of over 65% in size
#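 HEPG2 CAGA-GFP cells (1000/well, DMEM with 1% FBS) were pre-incubated 2 h at 37 degrees C, given compound by pin tool, then stimulated with TGF-beta at 500 pg/mL final for 18 h before per-cell GFP fluorescence imaging.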
# MmCpn inh – Inhibitors of TCP-1 ring complex (TRiC) of Methanococcus maripaludis (MmCpn): qHTS | purified Mm-Cpn ATPase, ADP Transcreener TR-FRET | Potency, µM (series often up to 76.9 µM), for inactives: at the highest dose activity, negative = inhibition, hits mostly inhibitors | actives 0.031% (n = 330,000) | AID 504842, 2011; also: potency is read from the fitted curve at half-maximal effect; % is scaled to controls: 0 for no effect and ±100 for the full control effect; nearly all actives have a fitted effect of over 80% in size
#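 Eu-cryptate anti-ADP/ADP-d2 competition gives a ratio inversely related to ADP. Enzyme at 25 nM was pre-exposed to compound for 10 min, then given 10 uM ATP for 30 min, 37°C throughout.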
# CCT chaperon mod – High-Throughput Screening for Modulators of Cytosolic Chaperonin Activity; purified chaperonin ATPase assay, HTRF ADP detection, 30 min; activity change, % (concentration not given with the values), hits read low; actives 0.3% (n = 360,000); AID 651819, 2012; in the data active = activity change below about -30%; also: % is scaled to controls: 0 for no effect and ±100 for the full control effect
#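 Enzyme 40 or 20 nM (batch-dependent) in Tris pH 7.4/KCl/MgCl2/DTT; cpd 76 uM single point; ATP 10 uM; 30 min 37 °C; Transcreener ADP HTRF detection, 30 min RT; ratio 665/615.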
# A549 tox – Nrf2 qHTS screen for inhibitors: counterscreen for cytotoxicity; Potency, µM (highest dose often 46 µM), for the others: at the highest dose activity change, negative = cytotoxicity, most hits filed as inhibitors; A549 ARE-Fluc cells, CellTiter-Fluor viability, 18-24 h; actives 0.16% (n = 390,000); also: potency is read from the fitted curve at half-maximal effect; % is scaled to controls: 0 for no effect and ±100 for the full control effect
#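 A549 ARE_Fluc cells in 5% FBS OPTI-MEM were exposed to compounds in concentration-response for 18-24 h at 37 deg C. Viability was read by CellTiter-Fluor fluorescence (Ex 405/Em 525) after 30 min, before the luciferase read.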
# HepG2 tox – qHTS for Inhibitors of TGF-b: Cytotox Counterscreen; HepG2 CAGA-GFP viability, ATP luminescence, 18 h; actives 0.76% (n = 410,000); Potency, µM (series often up to 46.1 µM), inactives show at the top dose activity change, negative = cytotoxicity, usual class: cytotoxic; also: potency is read from the fitted curve at half-maximal effect; some results filed as inactive show a strong effect at the top dose
#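 HepG2 CAGA-GFP cells (1000/well, DMEM with 1% FBS) received compound, then TGF-beta at 500 pg/mL final, and were incubated 18 hours at 37 degrees C. Viability was read by CellTiter-Glo luminescence. Media-only wells were set as complete cell-killing and DMSO as no toxicity.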
# * hit, by the source's call; i = inactive; u = inconclusive; x = no result given; & = joins results of further samples; ! = a repeat was not active; [ ] = dose if it differs, or a comment. Unless noted, calls follow the shape of the dose curve; as a rule, active = well fitted curve in the direction sought with a large enough effect; inconclusive = small, poorly fitted or top-dose-only effect, or another doubt; inactive = no such curve, though single readings can be large; an effect the other way counts as inactive or inconclusive. An excerpt; count on the stated rates, not on these rows.
SMILES,Nrf2 ARE act,ATXN viability,Akt phos inh,Nrf2 inh,TGFb SMAD3 inh,MmCpn inh,CCT chaperon mod,A549 tox,HepG2 tox
Cc1cccc(OP(=O)(Oc2cccc(C)c2)OC(c2ccccc2)C(F)(F)F)c1 (configuration not stated),-0.3%,i,i,-4.0%,-8.8%,0.9%,-2.5,13.4%,2.5%
Cc1cccc(N2C(=O)/C(=C/c3ccc(N4CCN(C)CC4)o3)C(=O)NC2=S)c1C,1.9%,u,i,1.2%,18.9%,0.2%,-0.5,-7.7%,-7.6%
O=c1[nH]c(=S)n(CCC2=CCCCC2)c(O)c1/C=N/Nc1ccccc1,0.4%,u,i,-28.0%,-12.5%,-3.1%,-2.8,-3.9%,-23.7%
Cc1ccc(OP(=O)(O)Oc2ccc(C)cc2)cc1,-1.0%,i,i,-9.3%,-26.3%,x,0.0,0.9%,4.7%
CC1(C(O)(C#CCN2CCCCC2)c2ccccc2)CCCC1 (configuration not stated),0.4%,i,i,-23.7%,-19.2%,1.2%,0.9,0.5%,-41.8%
CS(=O)(=O)c1ccc(C2=C(CNC(=O)c3ccncc3)[C@H]3CC[C@@H](C2)N3CCOc2ccccc2)cc1,-1.0%,i,i,x,3.9%,x,0.9,x,-3.2%
COC(COC(N)=O)C1=C(N2CC2)C(=O)C(C)=C(N2CC2)C1=O (configuration not stated),2.8%,u,i,2.06µM*,u,x,-8.6,10.3µM*,-89.2%
COC(=O)C1=C(c2cccc(OC)c2OC)C[C@@H]2CC[C@H]1N2C(=O)N1CCCC1,0.0%,i,i,-25.1%,-0.4%,x,-0.8,-0.7%,-5.1%
Cc1cc(OC(C)C(=O)NCc2ccncc2)c2c3c(c(=O)oc2c1)CCC3 (configuration not stated),-0.1%,i,i,-10.7%,-5.9%,2.3%,-3.5,9.6%,4.8%
CCOc1ccccc1CNCCc1ccc2c(c1)OCO2,0.7%,i,i,2.6%,4.2%,2.0%,-2.2,-0.2%,-2.2%
CC(C)c1ccc(OCC(=O)N2CCN(CCc3ccncc3)CC2)cc1,1.4%,i,x,1.6%,5.9%,x,x,16.0%,-6.1%
O=C1NC(=O)N(CCNc2ncc(C(F)(F)F)cc2Cl)C(=O)C1Cc1ccc(Cl)cc1 (configuration not stated),-0.7%,i,i,-0.8%,-7.8%,0.4%,2.8,0.6%,6.8%
O=C(c1cccnc1)c1cc2ccccc2[nH]1,3.8%,u,i,7.4%,12.0%,2.1%,-3.5,-7.0%,-7.1%
Cc1ncoc1C(=O)NCCC(c1ccccc1)c1ccccc1,-0.4%,i,i,u,-25.2%,0.8%,-2.4,0.0%,0.5%
Nc1nnc(Sc2ncccc2[N+](=O)[O-])s1,u,i,i,4.2%,0.3%,-1.8%,-5.2,-2.0%,-8.3%
Fc1ccc([C@@H]2CCNC[C@H]2COc2ccc3c(c2)OCO3)cc1,-3.7%&-3.0%&-2.4%,28.2µM*,i,-3.1%&7.7%&-22.4%,u,1.7%&1.0%,0.1&0.9&1.2,u,11.2µM*!
Cc1nc2cc(C(=O)N3CCC4(CC3)OCCO4)ccc2n1-c1cccc(F)c1,0.8%,i,i,x,21.5%,1.5%,-4.4,0.4%,-18.6%
NP(=O)(OCCCCc1ccccc1)Oc1ccccc1Cl (configuration not stated),0.5%,i,i,1.1%,4.6%,0.9%,-0.5,-0.8%,-27.8%
CC1(C)C2([N+](=O)[O-])CN3CC1([N+](=O)[O-])CN(C2)C3c1cccnc1 (configuration not stated),-0.4%,i,i,-5.6%,15.9%,-0.5%,-1.8,-7.3%,0.7%
CCCC(=O)NC1=C(N2CC2)C(=O)C(NC(=O)CCC)=C(N2CC2)C1=O,-0.7%,i,i,u,16.6%,x,1.3,u,12.7%
CC(Cc1ccccc1)NC(=O)CCCCC(=O)NC(C)Cc1ccccc1 (configuration not stated),-0.1%,x,i,u,-10.7%,-1.8%,0.6,0.6%,1.5%
CC1=CC2OC3CC4OC(=O)C=CC=CC(=O)OCCC(C)C(O)C(=O)OCC2(CC1)C4(C)C31CO1 (configuration not stated),-2.4%,0.0844µM*,i,0.0046µM*,0.0%,x,-0.9,x,x
CN(C)c1ccc(CNC(=O)Cn2c(=O)oc3cc(S(=O)(=O)NCc4ccccc4)ccc32)cc1,0.4%,x,x,x,0.0%,x,x,1.9%,-34.5%
COc1cc(OC)cc(C2(C#N)CCN(C)CC2)c1,0.2%,u,i,7.4%,-10.6%,1.1%,1.1,6.6%,-14.6%
Cc1ccc2c(=O)n(-c3cccc(Cl)c3)c(=O)[nH]c2c1,7.4%,x,x,-8.2%,u,x,x,-6.8%,-3.6%
C[C@]12CCC(=O)C=C1C=CC1C2CC[C@]2(C)C(=O)CCC12 (some centres not stated),0.5%,i,i,-4.0%,19.7%,0.2%,-0.3,0.9%,-24.3%
COc1ccc(N2CC2c2ccncc2)cc1 (configuration not stated),0.1%,i,i,u,0.6%,-9.3%,2.1,0.5%,19.1%
COC(=O)c1ccc(N=C(c2ccccc2)c2c(O)n(C)c(=O)n(C)c2=O)cc1,-0.5%,i,i,1.5%,28.3%,-1.1%,0.2,6.5%,21.2%
Cc1cc(S(N)(=O)=O)ccc1N=Cc1c(O)n(-c2ccccc2)c(=O)[nH]c1=O,-0.5%,i,i,-0.1%,2.8%,-2.6%,1.4,-3.7%,11.4%
c1ccc(N2CCN(c3ncnc4c3nc3n4CCCCC3)CC2)cc1,-0.4%,i,x,23.1µM*,0.0%,x,x,-16.0%,-19.6%
Cc1cnn(-c2cc(Oc3ccccc3)ncn2)c1,4.1%,i,i,21.8%,1.5%,u,-3.3,-1.7%,-12.6%
Cc1ccc2c(c1)CC1(CN2C)C(=O)NC(=O)N(c2ccccc2C)C1=O (configuration not stated),2.7%,i,i,-21.6%,-25.3%,-2.6%,-2.2,-1.9%,-4.3%
c1ccc(-c2ccc3c(c2)CNCc2cnnn2-3)cc1,0.8%,i,i,x,1.4%,x,1.1,x,0.6%
COc1cc(C(=O)O)cc(OC)c1OC,0.1%,i,i,-18.9%,6.1%,x,-1.1,7.2%,-2.8%
CC1(O)C[C@]2(C)N(O)C3CCCC[C@@H]3N2O1 (some centres not stated),2.3%,i,i,-6.5%,-0.2%,-0.1%,-0.5,u,-1.3%
CCCCC(=O)N/N=C/c1c(O)n(CCCC)c(=S)[nH]c1=O,-0.3%,i,i,1.6%,0.0%,u,-5.4,-3.5%,-22.1%
N#Cc1cc2c(nc1SCC(=O)Nc1ccc(Cl)c(C(F)(F)F)c1)C1CCN2CC1,0.0%,x,x,7.31µM*,u,x,x,-18.6%,-7.5%
O=C(Nc1c(Cl)cccc1Cl)Oc1cccc2cccnc12,-1.6%,x,i,x,u,x,1.6,x,-2.2%
CC1CCCCC12C(=O)NC(=O)NC2=O (configuration not stated),0.8%,i,i,-18.5%,0.8%,x,-11.5,-2.6%,3.0%
CN(C)C(=O)CSc1nnc([C@@H](N)Cc2ccccc2)o1,0.2%,i,i,8.7%,0.0%,1.3%,-1.6,-8.2%,-7.0%

# 3 compounds picked at random from the list so far, as already listed:
SMILES,Nrf2 ARE act,ATXN viability,Akt phos inh,Nrf2 inh,TGFb SMAD3 inh,MmCpn inh,CCT chaperon mod,A549 tox,HepG2 tox
CC(C)c1ccc(OCC(=O)N2CCN(CCc3ccncc3)CC2)cc1,1.4%,i,x,1.6%,5.9%,x,x,16.0%,-6.1%
O=C(c1cccnc1)c1cc2ccccc2[nH]1,3.8%,u,i,7.4%,12.0%,2.1%,-3.5,-7.0%,-7.1%
C[C@]12CCC(=O)C=C1C=CC1C2CC[C@]2(C)C(=O)CCC12 (some centres not stated),0.5%,i,i,-4.0%,19.7%,0.2%,-0.3,0.9%,-24.3%

# Remaining list, next part:
SMILES,Nrf2 ARE act,ATXN viability,Akt phos inh,Nrf2 inh,TGFb SMAD3 inh,MmCpn inh,CCT chaperon mod,A549 tox,HepG2 tox
CCCn1ncc(C(=O)O)c1C,0.2%,i,i,-5.6%,0.7%,0.5%,0.0,-4.9%,6.4%
CCCCC(=O)N/N=C/c1c(O)n(CCc2ccc(OC)c(OC)c2)c(=O)[nH]c1=O,2.0%,i,i,-7.6%,-8.1%,-0.2%,-3.1,3.7%,-34.8%
COc1ccc(CNC(=O)Cn2c(=O)oc3cc(S(=O)(=O)N4CCCC4)ccc32)cc1,0.3%&0.8%,i,i,u,6.9%,0.6%,0.0,-7.5%&7.2%,1.6%&-19.3%
CP(=O)(Nc1ccc(Cl)cc1)c1nc2c(s1)CCCC2 (configuration not stated),0.4%,i,i,u,-3.8%,1.0%,-2.3,0.0%,-18.5%
COC(=O)C1=C(c2ccc(F)cc2OCc2ccccc2)C[C@@H]2CC[C@H]1N2C(=O)N1CCCCC1,-0.6%,i,i,u,-20.0%,-0.5%,1.3,-29.0%,-26.7%
Cc1ccc(C)c(OCC(=O)N2CCCN(C)CC2)c1,-0.2%,i,i,-2.4%,-22.0%,0.1%,0.3,-3.3%,2.5%
O=C(Nc1ccc(F)c([N+](=O)[O-])c1)c1cccn(Cc2ccccc2)c1=O,7.7%,i,x,x,-8.8%,x,x,7.1%,-12.9%
CCOC(=O)c1cccc(C2=C(CNC(=O)c3nccs3)[C@H]3CC[C@@H](C2)N3Cc2ccccc2)c1,-1.3%,u,i,x,0.3%,x,-0.4,x,-18.1%
CN1CCN2c3ccccc3CC3(C(=O)N(C)C(=O)N(C)C3=O)C2C1 (configuration not stated),0.3%,i,i,-13.7%,-8.3%,-1.3%,0.3,-0.7%,3.6%
CCCCN1C(=N)C(CC)(CC)C(=O)NC1=O,-1.8%,i,i,-9.6%,61.0%[activator],-2.3%,-0.3,6.2%,3.5%
